# Assay outcomes (PubChem BioAssay)
# HCT116 PTEN-null = suppresses growth of cells with PTEN deletion; HCT116 PTEN-null viability, CellTiter-Glo, 60 h; stronger effect = lower value; viability, % at 10 µM; 1.2% of 140,000 active;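 active means viability at or below a set limit, 4 SD under the median of all tested compounds, cut at about 3.7% in these data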;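 further: PTEN knockout HCT116 line with beta catenin targeted HCT116 as companion control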
# Yeast lifespan up = extends the lifespan of yeast; AID 775; 0.68% of 130,000 active; inhibition of the nicotinamide effect, % at 10 µM; S. cerevisiae growth with nicotinamide, OD615; deaD strain in restrictive glucose medium;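 active means inhibition above a set limit, placed 3 SD over the median of all compounds, cut at about 26% in these data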;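 further: 0% = nicotinamide-treated wells and 100% = cells grown without nicotinamide; some compounds called inactive have numbers as strong as hits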
#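 Buffer or medium: CSMM-D glucose medium, restrictive; test system: modified budding yeast, DeaD strain; compound: single dose 10 µM compound, 0.25% DMSO; schedule: culture preincubation 4 h, compound exposure 48 h, both 30 °C; detection: optical density (absorbance) at 615 nm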
# Phagocytosis inh = inhibitors of macrophage phagocytosis; 0.07% of 110,000 active; AID 1029; J774A.1 macrophage IgG-bead phagocytosis, imaging; inhibition, % at 5 µM;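 active means inhibition above the mean of the plate negative controls plus 5 SD, cut at about 13% in these data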;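 further: phagocytic index as fraction of beads internalized from green versus red external bead signal; plate controls were DMSO negative control for no effect and cytochalasin-D positive control for full effect; some results beyond the cut were filed as inactive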
# Yeast growth inh = chemicals that inhibit yeast BB579 growth in restrictive medium (lifespan-shortening candidates); 0.51% of 140,000 active; inhibition, % at 10 µM; S. cerevisiae BB579 growth, OD615, 48 h;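 active means inhibition above a set limit, 3 SD over the mean compound inhibition, cut at about 44% in these data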; further: inactives centre near -24
#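 System: Saccharomyces cerevisiae DeaD strain BB579, replicative lifespan model yeast. Buffer or medium: restrictive glucose-based CSMM-D medium. Doses: one dose, 10 µM compound with 0.25% DMSO. Timing: 4 h preincubation and 48 h exposure at 30 °C. Detection: turbidity as optical density at 615 nm. Benchmarks: amphotericin B 10 µg/mL, positive.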
# MRP1 act = activates MRP-1. H69AR cells + doxorubicin, viability rescue, CellTiter-Glo. viability increase, % at 10 µM. 0.61% of 140,000 active;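 active means viability gain under doxorubicin at or above a set limit, the compound median plus 3 SD, cut at about 4.7% in these data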;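 further: MRP-1 overexpressing cells given doxorubicin 25 µM after compound pretreatment; 18-22 h compound pretreatment then 72 h with doxorubicin before readout; 0% = doxorubicin-only wells and 100% = vehicle-treated cells without doxorubicin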
# E-sel TNF inh = blocks E-selectin expression induced by TNF alpha; HUVEC TNFa-induced E-selectin immunofluorescence, high content; inhibition, % at 2 µM; 0.71% of 120,000 active;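 active means inhibition above the batch mean plus 3 SD, and confirmed as a hit on visual image review, cut at about 43% in these data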;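 further: 0% = TNF-stimulated DMSO wells and 100% = unstimulated control wells; not every result past the cut was called active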
# Measles CPE = protection of cells from measles virus. protection (pct of control), % at 4 µM. 1.5% of 140,000 active. Measles virus-infected cells, CPE protection, absorbance; in the data active means protection mostly above about 24%, no sharp cut-off; inactive means mostly below about 26%; further: some compounds called inactive have numbers as strong as hits
# GALR2 blocker = antagonists of human galanin receptor 2 (GALR2); GALR2-expressing cells, antagonist mode; inhibition, % at 4 µM; 0.39% of 140,000 active; AID 828; in the data active means inhibition above about 27%;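 further: cells stimulated with galanin 1-16 at roughly its EC80; 0% = agonist challenge control and 100% = basal control without agonist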
# Target sequence (O43603 whole entry, looked up): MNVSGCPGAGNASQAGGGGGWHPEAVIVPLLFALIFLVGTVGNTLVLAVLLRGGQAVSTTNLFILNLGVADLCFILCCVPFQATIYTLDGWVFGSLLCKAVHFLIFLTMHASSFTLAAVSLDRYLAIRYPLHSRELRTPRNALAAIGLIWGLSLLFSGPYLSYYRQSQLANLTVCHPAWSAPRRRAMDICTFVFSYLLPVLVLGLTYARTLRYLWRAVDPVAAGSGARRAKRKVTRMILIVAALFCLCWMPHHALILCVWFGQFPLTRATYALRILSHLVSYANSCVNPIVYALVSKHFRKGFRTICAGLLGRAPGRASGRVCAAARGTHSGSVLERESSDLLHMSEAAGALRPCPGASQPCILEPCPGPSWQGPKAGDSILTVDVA
# bCat KO growth = beta-catenin-lacking colon tumor cell growth suppression | HCT116 beta-catenin knockout viability, CellTiter-Glo, 60 h; stronger effect = lower value | viability, % at 10 µM | 1.5% of 140,000 active;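 active means viability at or under a set limit, the compound median less 4 SD, cut at about 6% in these data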;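 further: 0% = Hyamine 1622 control at 20 µM and 100% = untreated cell control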
# NPY Y2 blocker = NPY-Y2 (human) receptor antagonism; P49146; NPY-Y2 expressing cells, antagonist mode; inhibition, % at 2.7 µM; 0.99% of 140,000 active; in the data active means inhibition above about 17%;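 further: 0% = vehicle with agonist challenge and 100% = reference antagonist with challenge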
# Target sequence (P49146 whole entry, looked up): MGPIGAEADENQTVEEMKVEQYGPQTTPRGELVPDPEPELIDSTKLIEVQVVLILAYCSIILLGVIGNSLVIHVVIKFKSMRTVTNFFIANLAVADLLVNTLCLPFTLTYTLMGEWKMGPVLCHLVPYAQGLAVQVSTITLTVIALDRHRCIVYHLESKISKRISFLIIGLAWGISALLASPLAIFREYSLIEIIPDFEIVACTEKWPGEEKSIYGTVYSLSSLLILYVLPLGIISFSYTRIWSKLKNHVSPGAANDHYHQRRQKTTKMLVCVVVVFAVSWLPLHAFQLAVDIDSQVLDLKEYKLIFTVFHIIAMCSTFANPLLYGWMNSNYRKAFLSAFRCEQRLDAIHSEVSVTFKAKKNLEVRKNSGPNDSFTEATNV
# The depositor's hits bear a star; . = not tested or not shown.
# Sequence of screens: HCT116 PTEN-null, Yeast lifespan up, Phagocytosis inh, Yeast growth inh, MRP1 act, E-sel TNF inh, Measles CPE, GALR2 blocker, bCat KO growth, NPY Y2 blocker
CCOC(=O)N1CCN(C(=O)c2ccccc2NC(=O)c2ccc(Br)cc2)CC1
  94.1, -6.5, -8.8, -35.7, 0.1, ., 18.3, 7.3, 99.3, 0.0
CN(C)c1ccc(NC(=O)Oc2ccccc2)cc1
  93.8, -15.2, ., 2.1, 0.1, 13.6, 7.6, -4.1, 96.1, -3.7
O=C(Nc1ccc([N+](=O)[O-])cn1)c1cc(-c2cccc(Cl)c2)nc2ccccc12
  68.2, 12.6, ., -9.3, -0.2, ., 10.1, 2.7, 79.0, 2.9
O=C(c1cc2n(n1)C(C(F)(F)F)CC(c1ccc(Cl)cc1)N2)N1CCCC1 (stereo not given)
  108.1, 0.6, 3.8, -66.7, -0.6, -11.3, 19.8, -5.4, 88.5, 3.7
O=C(NCCC1=CCCCC1)C1CCN(S(=O)(=O)c2cccc3nsnc23)CC1
  91.5, ., ., -31.1, -1.8, -12.0, 7.4, 5.6, 93.2, 1.2
CCCOP(=O)(OCCC)c1c([N+](=O)[O-])cc(C(F)(F)F)cc1[N+](=O)[O-]
  10.3, -11.4, -0.7, -36.0, -2.8, 6.1, 8.7, 17.2, 8.5, 4.8
CC(C)Oc1ccc(C(=O)NCc2cccs2)cc1
  93.6, -21.3, -0.5, -26.9, 0.5, ., 11.4, 8.0, 100.1, 2.5
COc1ccc(Nc2ncc(C(=O)N3CCN(c4ccc(F)cc4)CC3)c3ccccc23)cc1
  28.1, -2.0, ., -2.7, -3.7, -3.3, 12.5, 4.0, 40.1, -4.6
COC(=O)[C@@H](NC(=O)NC1CCCc2ccccc21)C(C)C (stereo not given in full)
  89.2, 5.5, 0.8, -18.8, -1.3, 24.3, 12.7, 11.1, 87.7, -1.8
CCOC(=O)C(=CN(CCc1ccccc1)CC(=O)OC)C(=O)OCC
  99.2, 5.0, ., -39.8, 0.2, -10.7, 13.2, -6.5, 91.4, -1.9
COC(=O)c1c(NC(=O)CN2CCN(C(=O)c3ccco3)CC2)c2c(C)cccc2n1C
  86.0, -29.6, 4.2, 8.4, -3.8, 44.6, 5.8, -11.3, 95.3, 1.4
C[C@]1(C(=O)O)Cc2oncc2C[C@@H]1C(=O)O
  98.9, -0.3, -0.6, -5.7, 0.5, ., 20.1, 2.5, 94.0, 1.1
COCCCNc1ncnc2sc3c(c12)CCC(C)C3 (stereo not given)
  89.5, ., ., -32.1, -3.3, 15.0, 13.7, -6.1, 85.9, 0.6
O=C1NC(=O)C2(COC(c3cccnc3)OC2)S1 (stereo not given)
  94.5, 7.1, ., -16.5, 0.8, ., 17.9, 1.2, 96.8, -0.6
COc1cccc(/C=N/NC(=O)c2csc(-n3nc(C)cc3C(F)(F)F)n2)c1
  98.4, -2.6, -1.2, -34.3, -5.8, ., 6.2, -3.0, 95.5, 5.7
COC(=O)c1nnc(-c2ccccc2)c(-c2ccccc2)n1
  108.3, -12.8, -0.7, -15.7, -0.8, ., 23.3, 1.8, 105.1, 0.8
CC(C)CCNC(=O)CN(CCCN1CCOCC1)C(=O)Cn1nnc(-c2ccc(F)cc2)n1
  90.0, 3.1, -0.1, -19.8, -3.5, 7.3, 2.0, -11.7, 91.7, 2.5
Cc1ccc(C2=N/C(=C/c3cccs3)C(=O)N2Nc2ccccc2)cc1
  58.8, 9.2, -0.1, -76.2, 2.1, ., 7.5, 3.5, 75.6, -0.3
CCc1cccc(CC)c1NC(=O)COC(=O)CC1c2ccccc2CCN1S(=O)(=O)c1ccc(F)cc1 (stereo not given)
  66.7, 0.9, 2.8, -1.1, -0.4, 43.0, 4.3, -3.0, 66.9, 3.9
COc1ccc(CCNC(=O)c2c[nH]c3ccccc3c2=O)cc1OC
  88.8, 11.2, 0.2, -18.6, -4.5, -5.1, 9.5, 2.6, 86.8, 3.3
O=C(COc1ccc(F)cc1)OCCN1CCOCC1
  97.4, -6.5, 0.0, -25.2, 0.2, -30.0, 3.8, 1.5, 102.7, 2.9
O=C(N/N=C/c1ccncc1)C1CC1C(=O)N/N=C/c1ccncc1 (stereo not given)
  95.9, 7.3, 6.8, -45.3, -0.9, ., 2.8, 11.7, 98.0, 2.2
CC(C)C(NS(=O)(=O)c1ccc2c(c1)oc(=O)n2C)C(=O)N1CCN(c2ccccc2F)CC1 (stereo not given)
  87.6, -9.1, -0.1, -8.0, -2.7, ., 31.0, ., 75.1, .
CC(C)(C)c1ccc(C(=O)Nc2ccccc2NC(=O)c2ccco2)cc1
  51.5, ., ., -25.9, -2.9, -29.8, 1.2, 1.3, 60.1, 8.1
O=C(COC(=O)c1cccc(Cl)c1)NCCN1C(=O)CSC1=O
  98.5, 1.8, -2.6, -8.3, 0.3, 10.7, 24.4, -4.9, 102.6, -0.1
O=C(Cn1nnc2ccccc21)NC1CCCCC1
  88.8, -2.5, -0.7, -44.5, -0.3, 2.7, 2.6, -1.3, 89.7, 0.6
CCCNC(=O)Cn1cnc([N+](=O)[O-])n1
  93.6, 2.4, -4.8, 2.3, -1.5, 38.6, 22.3, 14.0, 91.7, -0.9
CCC(Sc1nc2n[nH]c(C)c2c(=N)n1-c1cc(Cl)ccc1C)C(=O)N1CCOCC1 (stereo not given)
  73.8, -0.6, ., -38.5, -0.9, -17.9, 3.5, 1.8, 79.6, 3.0
Cc1ccc(-c2nc(-c3ccccn3)no2)cc1
  37.3, -8.3, 1.9, -19.0, -4.4, 24.5, 11.2, -2.7, 31.3, -2.5
CCOC(=O)N1CCC(NC(=O)C2CCN(S(=O)(=O)N3CCC(C)CC3)CC2)CC1
  83.2, -4.6, -3.3, -22.2, -1.8, ., 8.4, -15.6, 84.2, -0.8

# The list goes on.
# Sequence of screens: HCT116 PTEN-null, Yeast lifespan up, Phagocytosis inh, Yeast growth inh, MRP1 act, E-sel TNF inh, Measles CPE, GALR2 blocker, bCat KO growth, NPY Y2 blocker
CCC(C)(C)n1nnnc1C(c1ccccn1)N1CCCCC1 (stereo not given)
  94.8, ., ., 0.9, -1.8, 21.2, 27.3, 10.9, 81.1, -0.5
CCOC(=O)CSc1nc2cc(S(=O)(=O)Nc3ccccc3OC)ccc2o1
  108.2, -5.3, -2.2, -32.6, 0.9, -23.4, 14.0, -22.3, 102.9, -0.8
Cc1ccc(OCC(=O)NC2=NCCS2)cc1
  87.2, -21.7, -3.6, -28.9, -2.4, -25.8, 4.8, 1.8, 100.8, 3.2
CCOC(=O)CC1C(=O)NCCN1S(=O)(=O)c1ccc(Cl)c(Cl)c1 (stereo not given)
  108.0, -17.6, ., -36.0, -3.7, 18.4, 10.1, -3.4, 91.0, 0.3
Oc1ccc(COCc2ccccc2)c2cccnc12
  2.3*, -16.4, ., 99.2*, -3.1, -26.1, 2.2, 3.3, 3.9*, 0.7
Cc1ccc(C(=O)n2c(-c3ccccc3)cnc2SCC(=O)Nc2ccc(C)cc2C)cc1
  83.0, 13.6, -4.7, -20.1, -1.4, ., 0.7, 14.8, 79.6, 5.6
CCOC(=O)C1CCCCN1Cc1ccccc1C(F)(F)F (stereo not given)
  104.2, ., 0.9, -7.0, 0.5, -11.8, 3.4, 6.3, 85.0, 0.4
Cc1cccc(C)c1Nc1nnc(SC(C)C(=O)Nc2c(C)n(C)n(-c3ccccc3)c2=O)s1 (stereo not given)
  92.8, 1.5, -1.9, -19.8, -1.4, 5.6, 30.1, -1.2, 93.9, 3.1
COc1ccc(OC)c(NC(=O)CN(C)S(=O)(=O)c2ccc3nc(C)sc3c2)c1
  81.8, -2.6, -2.6, -19.9, -3.2, -5.7, 8.2, -4.6, 85.7, 3.1
O=C(COc1cc(Cl)c(Cl)cc1Cl)NCCN1CCOCC1
  93.5, -13.0, -0.6, -46.0, -1.2, -27.1, 11.6, -0.4, 88.2, 1.6
O=C(N/N=C/c1ccc[nH]1)c1cccc([N+](=O)[O-])c1
  97.7, -3.4, ., -40.1, 1.3, ., 36.5, 4.3, 92.5, 3.0
COC(=O)c1[nH]c(=O)c2ccccc2c1OCc1ccccc1
  87.9, -23.4, -0.9, -52.1, -3.5, ., 11.5, -4.3, 86.0, 0.1
Cc1cccc(-n2c(SCN3C(=O)c4ccccc4C3=O)nc3ccccc3c2=O)c1
  79.8, -0.1, -5.1, -24.7, -2.9, 35.2, 4.5, -8.8, 81.7, 16.9
Cc1ccc(S(=O)(=O)N2CCN(S(=O)(=O)N(C)C)CC2)c(C)c1
  109.8, -3.0, -1.5, -82.9, -1.1, 8.2, 1.9, 1.2, 101.7, 1.4
CC(C)CCNC(=O)c1ccc(CSCc2cccc(F)c2)o1
  101.6, -4.7, -0.3, -32.8, -3.5, -4.8, 22.3, -6.2, 92.8, 8.3
Nn1c(Cc2cccc3ccccc23)nnc1SCc1ccccc1
  93.2, 2.6, -2.5, -32.5, -1.1, -17.1, 19.0, 12.8, 90.4, 3.7
CCOCCCNC(=O)C1CCN(S(=O)(=O)N2CC(C)CC(C)C2)CC1 (stereo not given)
  93.0, -10.6, ., -11.9, -1.9, ., 1.5, -1.1, 95.7, -0.5
C/C(=N\NC(=O)c1nn(C)c(C)c1Br)c1ccc(NC(=O)c2ccoc2C)cc1
  98.4, -0.6, 12.5, -62.4, 0.3, ., 3.1, 18.6, 94.2, 8.6
CCN1C(=O)/C(=C2/C=CC=CN2C)SC1=S
  105.4, -5.6, 0.3, -60.9, -1.3, 0.2, 11.5, -0.1, 97.2, 0.7
O=C(CSc1n[nH]c(-c2cccs2)n1)N1CCN(S(=O)(=O)c2ccccc2)CC1
  89.7, -1.0, -0.2, -41.2, -2.6, -13.7, 1.9, 7.1, 92.5, 2.3
Cc1ccc(NC(=O)COC(=O)/C=C/c2c(C)nn(-c3ccc(F)cc3)c2Cl)cc1F
  90.0, 4.4, -11.0, -33.4, -1.7, ., 8.4, -2.9, 79.1, -0.3
CC1(C)CC(C(=O)Nc2nccs2)CCO1 (stereo not given)
  95.5, -14.8, 0.8, -64.9, -0.9, 14.0, 10.1, 9.7, 88.0, 6.8
CC(=O)Nc1nn(C)c2nc3cc(C)ccc3cc12
  97.7, -14.7, 0.1, -45.6, 0.4, 19.3, 2.9, 4.3, 94.7, -0.4
COc1cc(/C=C2/SC(=S)NC2=O)ccc1OS(=O)(=O)c1ccc(C)cc1
  64.2, 0.3, -4.5, -35.3, -3.2, ., 16.1, -4.2, 76.8, 3.2
CCCC/C(C)=N/NC(=O)C(=O)NCCc1ccccc1
  92.5, -1.3, 1.4, 2.8, -1.1, -60.9, 19.5, 11.2, 98.6, 5.3
CCc1c(C)c2ccc(OCC(=O)OC)cc2oc1=O
  98.2, -10.2, -0.4, -39.7, -0.5, -8.6, 3.0, 11.0, 100.3, 3.7
CN(C)C(=O)CSc1nnc(-c2cccnc2)n1-c1ccccc1
  96.8, -5.6, 0.2, -11.9, 2.1, 6.8, 12.1, -5.2, 97.6, 1.8
